Assay outcomes from PubChem BioAssay.
TrxR1 substrate = substrates of rat thioredoxin reductase 1 | 390,000 compounds, 0.01% hits | Potency, µM (top dose mostly 114 µM), for inactives: at the top dose activity change, negative = substrate turnover | purified TrxR1 substrate turnover, NADPH consumption readout; note: % is set by controls: 0 for no effect and ±100 for the full control effect; nearly all actives have a fitted effect of over 50% in size
Target sequence (O89049 whole entry, looked up): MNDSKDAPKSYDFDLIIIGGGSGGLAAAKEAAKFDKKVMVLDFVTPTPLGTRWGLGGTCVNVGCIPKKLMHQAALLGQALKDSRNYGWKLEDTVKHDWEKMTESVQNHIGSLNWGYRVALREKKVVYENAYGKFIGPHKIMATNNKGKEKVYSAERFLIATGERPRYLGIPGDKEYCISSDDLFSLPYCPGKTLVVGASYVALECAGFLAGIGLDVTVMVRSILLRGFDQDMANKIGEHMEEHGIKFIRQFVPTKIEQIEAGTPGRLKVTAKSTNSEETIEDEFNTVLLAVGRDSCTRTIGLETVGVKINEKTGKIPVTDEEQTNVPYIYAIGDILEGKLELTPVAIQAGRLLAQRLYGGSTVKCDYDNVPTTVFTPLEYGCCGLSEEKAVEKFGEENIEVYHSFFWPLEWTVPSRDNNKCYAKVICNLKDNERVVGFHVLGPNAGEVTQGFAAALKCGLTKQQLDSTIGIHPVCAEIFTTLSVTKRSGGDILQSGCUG
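Rat TrxR1, dispensed at 90 nM, was prereduced with 400 uM NADPH (final) for 5 min at ~22 deg C, then incubated with compound 15 min before 400 uM selenite. A first-read NADPH fluorescence drop versus no-compound background flagged substrates.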
Vif-APOBEC3G blk = inhibitors of Vif-APOBEC3G interaction; Q9HC16; HeLa A3G-eYFP + Vif (tagged APOBEC3G with the HIV-1 protein that degrades it), YFP fluorescence, overnight; Potency, µM (titrated, usually from 46.1 µM), inactives show at the top dose activity, negative = active, most hits filed as inhibitors; 410,000 compounds, 0.076% hits;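 note: % is set by controls: 0 for no effect and ±100 for the full control effect; nearly all actives have a fitted effect of over 60% in size; hits raise eYFP signal because A3G escapes Vif-driven loss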
Target sequence (Q9HC16 whole entry, looked up): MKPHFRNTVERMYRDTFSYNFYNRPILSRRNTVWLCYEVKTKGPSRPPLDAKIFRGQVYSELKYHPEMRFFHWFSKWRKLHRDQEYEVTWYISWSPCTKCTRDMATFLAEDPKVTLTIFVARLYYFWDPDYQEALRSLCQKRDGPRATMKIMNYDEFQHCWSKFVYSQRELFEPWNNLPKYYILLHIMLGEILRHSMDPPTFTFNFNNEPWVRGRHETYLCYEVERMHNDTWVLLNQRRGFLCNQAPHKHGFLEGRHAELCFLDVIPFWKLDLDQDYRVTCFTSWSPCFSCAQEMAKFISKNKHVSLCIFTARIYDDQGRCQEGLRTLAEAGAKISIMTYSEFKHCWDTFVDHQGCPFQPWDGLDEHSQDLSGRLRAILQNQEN
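Read-out is eYFP fluorescence (Ex 488/Em 500-530) from Vif-expressing HeLa A3G-eYFP cells; more signal means A3G escaped Vif-mediated degradation. Cells plated overnight, compound pinned in, incubated overnight at 37 deg C.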
USP1-UAF1 inh = inhibitors of human USP1/UAF1 deubiquitinase | O94782 | recombinant USP1/UAF1, Ub-Rhodamine cleavage fluorescence | Potency, µM (titrated, usually from 57.1 µM), without a hit: top-dose activity change, negative = inhibition, actives largely listed as inhibitors | 390,000 compounds, 0.23% hits | AID 743255; note: % is set by controls: 0 for no effect and ±100 for the full control effect; nearly all actives have a fitted effect of over 60% in size; inactives centre near -12
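In this screen, compounds sit with the deubiquitinase complex (1nM) for 15 min at room temperature before Ub-Rho is added at 150nM final. Fluorescence rise is then followed for 6 reads every 60 seconds.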
mIDH1 inhibitor = human IDH1 R132H inhibition. IDH1-R132H enzyme, NADPH consumption, diaphorase/resazurin fluorescence. 390,000 compounds, 0.093% hits. Potency, µM (highest dose often 76.6 µM), for the others: top-dose activity change, negative = inhibition, most hits filed as inhibitors. AID 602179; note: % is set by controls: 0 for no effect and ±100 for the full control effect; nearly all actives have a fitted effect of over 65% in size
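IDH1-R132H (0.5 ug/mL dispensed) in pH 7.5 Tris buffer was preincubated 30 min with compound, then given a substrate mix of 0.016 mM NADPH and 2 mM alpha-KG for 80 min at room temperature; remaining NADPH was read by diaphorase/resazurin fluorescence.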
ALOX12 inh = blocks human arachidonate 12S-lipoxygenase; Potency, µM (titrated, usually from 108 µM), for inactives: top-dose activity change, negative = inhibition, actives largely listed as inhibitors; purified 12hLO, xylenol orange hydroperoxide absorbance; P18054; 580,000 compounds, 1.1% hits; note: % is set by controls: 0 for no effect and ±100 for the full control effect
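Purified human 12hLO at 150 nM in 25 mM Hepes, 0.01% Triton X-100, pH 7.0, preincubated 15 min at room temperature with compound. Reaction started with 40 uM arachidonic acid, 30 min at room temperature. Hydroperoxide measured by Fe-xylenol orange, 573/405 nm absorbance ratio.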
RGS4 inhibitor = blocks human RGS4-accelerated GTP hydrolysis; Transcreener GDP fluorescence polarization, RGS4-accelerated GTP hydrolysis; Potency, µM (highest dose often 114 µM), for the others: at the highest dose activity change, negative = inhibition, usual class: inhibitors; 390,000 compounds, 0.039% hits; note: % is set by controls: 0 for no effect and ±100 for the full control effect; nearly all actives have a fitted effect of over 75% in size; some results filed as inactive show a strong effect at the top dose
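MLSMR compounds (23 nl, pin-transferred) preincubated 10 min at room temperature with a 500nM (2x) first reagent, then RGS4 at 900nM (2x) plus Transcreener GDP mix added; fluorescence polarization (620/688 nm) read before and after 90 min at 30 °C.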
rTrxR1 inhibitor = blocks rat thioredoxin reductase 1; O89049; recombinant rTrxR1, NADPH fluorescence consumption, selenite substrate; Potency, µM (doses to about 114 µM), without a hit: top-dose activity change, negative = inhibition, usual class: inhibitors; 390,000 compounds, 1% hits; note: % is set by controls: 0 for no effect and ±100 for the full control effect; nearly all actives have a fitted effect of over 65% in size
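Rat TrxR1 (90 nM in the dispensed reagent) was pre-reduced with 400 uM NADPH for 5 min at room temperature, then incubated with compound for 15 min. After 400 uM selenite was added, NADPH fluorescence (Ex 340/Em 450 nm) was followed for 8 min.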
Vif-A3F inh = inhibitors of Vif-A3F interaction | HeLa A3F-eYFP + Vif (tagged APOBEC3F with the HIV-1 protein that degrades it), YFP fluorescence increase | Potency, µM (top dose mostly 46.1 µM), for inactives: top-dose activity, negative = active | 390,000 compounds, 0.2% hits | AID 602313; note: % of control where 0% means no effect; nearly all actives have a fitted effect of over 65% in size
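HeLa cells stably expressing A3F-eYFP plus Vif, plated and incubated overnight at 37 deg C, then exposed to compounds overnight at 37 deg C. Blocked degradation read as raised yellow fluorescence (Ex 488/Em 500-530).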
RXFP1 agonist = activates the human relaxin receptor RXFP1. Q9HBX9. Potency, µM (top dose mostly 57.5 µM), without a hit: at the top dose activation, usual class: activators. HEK293T-RXFP1 cAMP TR-FRET, 30 min; response scale: percent of porcine relaxin response, buffer zero. 370,000 compounds, 0.3% hits; note: % is set by controls: 0 for no effect and ±100 for the full control effect; nearly all actives have a fitted effect of over 60% in size; many of its hits are not listed in these tables
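HEK293T cells stably expressing RXFP1 were pretreated with the PDE4 inhibitor Ro 20174, exposed to compounds for 30 min at 37C, lysed, and cAMP was read by TR-FRET. Data normalized to buffer (basal) and 29 nM porcine relaxin (100%).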
* marks the source's active call; other numbers are inactive results; & = joins results of further samples; [ ] = dose if it differs, or a comment. Calls come from the whole dose curve; as a rule, active = well fitted curve in the direction sought with a large enough effect; inconclusive = small, poorly fitted or top-dose-only effect, or another doubt; inactive = no such curve, though single readings can be large; an effect the other way counts as inactive or inconclusive. Potency is the fitted concentration of half-maximal effect.

CC1CCN(CCCNC(=O)CN2C(=O)CSc3ccc(S(=O)(=O)N4CCCCC4)cc32)CC1 was read as TrxR1 substrate -2%, Vif-APOBEC3G blk -2%&5%, USP1-UAF1 inh -9%&-15%, mIDH1 inhibitor 12%&17%, ALOX12 inh -16%&-13%, RGS4 inhibitor 44%&17%, rTrxR1 inhibitor 11%, Vif-A3F inh -14%&-6% and RXFP1 agonist 0.0%&-1.7%.
Screening O=C(Nc1nnc(C2CC2)s1)c1cccc(S(=O)(=O)N2CC(c3ccccc3)CC2=O)c1 (stereo not given) returned TrxR1 substrate 0%, Vif-APOBEC3G blk -17%, USP1-UAF1 inh -11%, mIDH1 inhibitor -5%, ALOX12 inh 20%, RGS4 inhibitor -8%, rTrxR1 inhibitor 5%, Vif-A3F inh -2% and RXFP1 agonist 2.6%.
`CC(C)CCNc1ncnc2c1nnn2Cc1ccccc1Cl` gave TrxR1 substrate -6%, Vif-APOBEC3G blk -3%, USP1-UAF1 inh -18%, mIDH1 inhibitor 3%, ALOX12 inh 8%, RGS4 inhibitor 11%, rTrxR1 inhibitor -8%, Vif-A3F inh -6% and RXFP1 agonist 2.7%.
`Cc1ccc(-n2c3c(c(=O)[nH]c2=S)C(C(F)(F)F)(C(F)(F)F)NC(=O)N3)cc1` gave TrxR1 substrate -3%, Vif-APOBEC3G blk -1%, USP1-UAF1 inh -12%, mIDH1 inhibitor -3%, ALOX12 inh -12%, RGS4 inhibitor 13%, rTrxR1 inhibitor -19%, Vif-A3F inh 0% and RXFP1 agonist -0.7%.
CCN(CC(=O)Nc1cccc(OC)c1)C(=O)c1cccc(S(=O)(=O)N2CCc3ccccc32)c1 was read as TrxR1 substrate -2%, Vif-APOBEC3G blk 0%, USP1-UAF1 inh -21%, mIDH1 inhibitor 1%, ALOX12 inh inconclusive, RGS4 inhibitor -15%, rTrxR1 inhibitor 11%, Vif-A3F inh -8% and RXFP1 agonist -0.9%.
Screening Cc1c(Cl)cccc1NC(=O)NCc1ccccn1 returned TrxR1 substrate 1%, Vif-APOBEC3G blk 4%, USP1-UAF1 inh -9%, mIDH1 inhibitor 3%, ALOX12 inh 11%, RGS4 inhibitor 22%, rTrxR1 inhibitor 25%, Vif-A3F inh 1% and RXFP1 agonist -0.9%.
CC1CC(C)CN(S(=O)(=O)N2CCC(C(=O)NCc3ccco3)CC2)C1 (stereo not given) was read as TrxR1 substrate 0%, Vif-APOBEC3G blk 0%, USP1-UAF1 inh -14%, mIDH1 inhibitor -4%, ALOX12 inh 7%, RGS4 inhibitor -21%[56.9 µM], rTrxR1 inhibitor inconclusive, Vif-A3F inh -6% and RXFP1 agonist 2.5%.
Cc1nn(C)c(C)c1NS(=O)(=O)c1ccc(Cl)cc1 was read as TrxR1 substrate 4%, Vif-APOBEC3G blk -3%, USP1-UAF1 inh -21%, mIDH1 inhibitor 5%, ALOX12 inh -25%, RGS4 inhibitor -11%, rTrxR1 inhibitor 18%, Vif-A3F inh 3% and RXFP1 agonist 0.3%.
Cc1cc(C(=O)COC(=O)CN(C)S(=O)(=O)c2ccc(Cl)cc2)c(C)n1Cc1cccs1 was read as TrxR1 substrate 4%, Vif-APOBEC3G blk -1%, USP1-UAF1 inh -22%, mIDH1 inhibitor -3%, ALOX12 inh 0%, RGS4 inhibitor -15%, rTrxR1 inhibitor 6% and RXFP1 agonist 0.2%.
Screening O=C(N/N=C/c1cccs1)c1[nH]ncc1Br returned TrxR1 substrate -16%, Vif-APOBEC3G blk 0%, USP1-UAF1 inh -14%, mIDH1 inhibitor -7%, ALOX12 inh 6%, RGS4 inhibitor 12%, rTrxR1 inhibitor -13%, Vif-A3F inh 0% and RXFP1 agonist -4.6%.
O=C(NCCN1CCN(c2ccccc2F)CC1)C1c2ccccc2C(=O)N2CCc3ccccc3C12 (stereo not given) was read as TrxR1 substrate -5%, Vif-APOBEC3G blk 2%, USP1-UAF1 inh -2%, mIDH1 inhibitor 1%, ALOX12 inh -8%, RGS4 inhibitor -7%, rTrxR1 inhibitor -5% and RXFP1 agonist 1.3%.
Cc1cc(C(=O)NCC(=O)Nc2c(C)cccc2C)c(C)o1 was read as TrxR1 substrate 9%, Vif-APOBEC3G blk 2%, USP1-UAF1 inh -15%, mIDH1 inhibitor -3%, ALOX12 inh inconclusive, RGS4 inhibitor -10%, rTrxR1 inhibitor 28%, Vif-A3F inh 3% and RXFP1 agonist 1.9%.
For O=C(Cc1cccs1)Nc1ccc(Cl)cc1 the results were TrxR1 substrate -1%, Vif-APOBEC3G blk -5%, USP1-UAF1 inh -8%, mIDH1 inhibitor 4%, ALOX12 inh 8%[57.4 µM], RGS4 inhibitor -12%[11.4 µM], rTrxR1 inhibitor -7%, Vif-A3F inh -11% and RXFP1 agonist 1.8%.
For CCN(Cc1ccccc1)C(=O)c1cccs1 the results were Vif-APOBEC3G blk 5%, USP1-UAF1 inh -14%, mIDH1 inhibitor 15%, ALOX12 inh -9% and Vif-A3F inh 0%.
Cc1cc(OC(=O)c2ccc3ccccc3c2)c([N+](=O)[O-])c(=O)[nH]1 was read as TrxR1 substrate -12%, Vif-APOBEC3G blk -8%, USP1-UAF1 inh -18%, mIDH1 inhibitor 6%, ALOX12 inh -5%, RGS4 inhibitor 9%, rTrxR1 inhibitor -6%, Vif-A3F inh 9% and RXFP1 agonist -0.3%.
For COc1cccc(C(=O)NC2CC3CCCC(C2)N3S(=O)(=O)c2ccccc2)c1 (stereo not given) the results were TrxR1 substrate 4%, Vif-APOBEC3G blk -5%, USP1-UAF1 inh -14%, mIDH1 inhibitor 1%, ALOX12 inh -14%, RGS4 inhibitor 2%, rTrxR1 inhibitor 30%, Vif-A3F inh 3% and RXFP1 agonist 0.0%.
For COc1cc(/C=N/Nc2ccc(Cl)cc2)ccc1OC(=O)c1cccs1 the results were TrxR1 substrate -14%, Vif-APOBEC3G blk -1%, USP1-UAF1 inh -4%, mIDH1 inhibitor 14%, ALOX12 inh inconclusive, RGS4 inhibitor -2%, rTrxR1 inhibitor -26%, Vif-A3F inh 5% and RXFP1 agonist 0.7%.
O=C(NNC(=S)Nc1ccc(F)cc1)C1[C@H]2CCCC[C@@H]12 (stereo not given in full) was read as TrxR1 substrate 3%, Vif-APOBEC3G blk -8%, USP1-UAF1 inh -10%, mIDH1 inhibitor 11%, ALOX12 inh 139%[activator], RGS4 inhibitor -16%, rTrxR1 inhibitor -4%, Vif-A3F inh 1% and RXFP1 agonist -1.8%.
CC(C)C(=O)NC(=S)Nc1ccc(S(=O)(=O)Nc2ccccc2)cc1 was read as TrxR1 substrate -10%, Vif-APOBEC3G blk 1%, USP1-UAF1 inh -19%, mIDH1 inhibitor 0%, ALOX12 inh inconclusive, RGS4 inhibitor -30%, rTrxR1 inhibitor inconclusive, Vif-A3F inh -8% and RXFP1 agonist 1.6%.
For COC(=O)c1ccc(CN2C(=O)NC(c3ccccc3)(c3ccccc3)C2=O)o1 the results were TrxR1 substrate -2%, Vif-APOBEC3G blk -7%, USP1-UAF1 inh -10%, mIDH1 inhibitor 4%, ALOX12 inh 8%, RGS4 inhibitor -30%, rTrxR1 inhibitor 5%, Vif-A3F inh -7% and RXFP1 agonist 2.5%.
C=CCn1nnnc1SCC(=O)Nc1ccc(C(=O)OC)cc1 was read as TrxR1 substrate 6%, Vif-APOBEC3G blk -2%, USP1-UAF1 inh -9%, mIDH1 inhibitor 4%, ALOX12 inh 0%, RGS4 inhibitor -30%, rTrxR1 inhibitor 13%, Vif-A3F inh -3% and RXFP1 agonist -1.0%.
CCn1c(COc2cccc(OC)c2)nnc1SCC(=O)N1CCOCC1 was read as TrxR1 substrate 10%, Vif-APOBEC3G blk 1%, USP1-UAF1 inh -12%, mIDH1 inhibitor 5%, ALOX12 inh 13%, RGS4 inhibitor 19%, rTrxR1 inhibitor 14%, Vif-A3F inh 0% and RXFP1 agonist 1.9%.
Screening O=C(OCc1ccc(F)cc1)c1cccnc1Cl returned TrxR1 substrate 3%, Vif-APOBEC3G blk 0%, USP1-UAF1 inh -24%, mIDH1 inhibitor 10%, ALOX12 inh -8%, RGS4 inhibitor -22%, rTrxR1 inhibitor 12%, Vif-A3F inh -9% and RXFP1 agonist 3.5%.
Cn1c(=O)c2[nH]c(SCCN3CCCCC3)nc2n(C)c1=S was read as TrxR1 substrate -5%[2.29 µM], Vif-APOBEC3G blk -2%, USP1-UAF1 inh 8%, mIDH1 inhibitor -7%, ALOX12 inh inconclusive, RGS4 inhibitor -18%, rTrxR1 inhibitor -4%[2.29 µM] and Vif-A3F inh 1%.
CC(C)c1ccc(NC(=O)c2cc(Br)ccc2Br)cc1 was read as TrxR1 substrate -1%, Vif-APOBEC3G blk 0%, USP1-UAF1 inh -11%, mIDH1 inhibitor 4%, ALOX12 inh -12%, RGS4 inhibitor 14%, rTrxR1 inhibitor 14%, Vif-A3F inh -2% and RXFP1 agonist 0.6%.

This is a subset. The share of hits here may be higher or lower than overall.
